BCLXL inh: inhibitors of human Bcl-xL, primary screen, biochemical, fluorescence polarization, HTS. Bcl-2-like protein 1 (Homo sapiens), Q07817. inhibition, % at 10.9 µM. AID 2129, 2009. GST-Bcl-xL / FITC-Bim BH3 peptide fluorescence polarization. 0.7% of 320,000 active;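 active means inhibition above the mean of all tested compounds plus 3 SD, cutoff set per campaign, cut at about 30% in these data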;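 further: 0% = DMSO wells and 100% = unlabeled Bim-BH3 peptide competitor; inhibitors lower millipolarization by displacing the labeled peptide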
GLD-1 RNA inh: GLD-1/TGE RNA complex disruptors, primary screen, biochemical, fluorescence polarization; Female germline-specific tumor suppressor gld-1 (Caenorhabditis elegans), Q17339; purified GLD-1 + fluorescein TGE RNA; 0.44% of 320,000 active; inhibition, % at 5.96 µM;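 active means percent inhibition above a per-plate cutoff, the plate mean of test compounds plus 3 SD, cut at about 30% in these data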;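 further: 0% = DMSO wells with GLD-1 and probe and 100% = wells lacking GLD-1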
GSTO1 counter: inhibitors of recombinant GSTO1, primary screen, counter-screen for RBBP9 inhibitor project, biochemical, fluorescence polarization; 1.1% of 300,000 active; activity-based probe fluorescence polarization; Glutathione S-transferase omega-1 (Homo sapiens), P78417; inhibition, % at 5.96 µM;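 active means inhibition above the campaign mean inhibition plus 3 SD, cut at about 35% in these data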;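 further: 0% = GSTO1-1 with DMSO and 100% = wells lacking GSTO1-1 enzyme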
MCL1 BIM primary: inhibitors of MCL1 binding to BIM-BH3, primary screen, biochemical, fluorescence polarization; Induced myeloid leukemia cell differentiation protein Mcl-1 (Homo sapiens), Q07820; GST-MCL1 / FITC-Bim-BH3 fluorescence polarization; inhibition, % at 10.9 µM; 0.68% of 320,000 active; AID 2057, 2009;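 active means inhibition above the mean inhibition of all tested compounds plus 3 SD, set per campaign, cut at about 40% in these data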;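 further: 0% = DMSO wells and 100% = unlabeled Bim-BH3 peptide control; higher means more loss of mP so more displacement of Bim peptide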
Target sequence (Q07820 whole entry, looked up): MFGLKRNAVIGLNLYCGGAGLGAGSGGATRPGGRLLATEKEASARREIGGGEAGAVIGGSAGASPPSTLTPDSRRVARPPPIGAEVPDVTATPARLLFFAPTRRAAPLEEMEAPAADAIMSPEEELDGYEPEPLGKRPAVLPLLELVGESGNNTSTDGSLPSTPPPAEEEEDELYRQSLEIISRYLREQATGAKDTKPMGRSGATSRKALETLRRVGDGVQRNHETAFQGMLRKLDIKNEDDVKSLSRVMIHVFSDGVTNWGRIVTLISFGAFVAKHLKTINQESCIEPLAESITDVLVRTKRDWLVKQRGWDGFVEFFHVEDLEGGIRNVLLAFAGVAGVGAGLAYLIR
Fam108B counter: mouse Fam108B serine hydrolase inhibitors, primary screen, counter-screen for RBBP9 inhibitor project, biochemical, fluorescence polarization; inhibition, % at 9.51 µM; recombinant Fam108B, FP-Rh probe fluorescence polarization; 0.33% of 300,000 active;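 active means inhibition above the screen mean inhibition plus 3 SD, computed separately per campaign, cut at about 18% in these data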;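 further: inhibitors lower polarization as less probe binds the enzyme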
PAD4 inh: human PAD4 inhibitors, primary screen, biochemical, fluorescence polarization, 1536-well format; Protein-arginine deiminase type-4 (Homo sapiens), Q9UM07; recombinant PAD4, RCA probe fluorescence polarization; 0.41% of 330,000 active; inhibition, % at 6.36 µM;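 active means percent inhibition above a cutoff equal to the mean of all tested compounds plus 3 SD, cut at about 15% in these data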;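 further: 0% = PAD4 with RCA probe and DMSO and 100% = probe without PAD4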
Target sequence (Q9UM07 whole entry, looked up): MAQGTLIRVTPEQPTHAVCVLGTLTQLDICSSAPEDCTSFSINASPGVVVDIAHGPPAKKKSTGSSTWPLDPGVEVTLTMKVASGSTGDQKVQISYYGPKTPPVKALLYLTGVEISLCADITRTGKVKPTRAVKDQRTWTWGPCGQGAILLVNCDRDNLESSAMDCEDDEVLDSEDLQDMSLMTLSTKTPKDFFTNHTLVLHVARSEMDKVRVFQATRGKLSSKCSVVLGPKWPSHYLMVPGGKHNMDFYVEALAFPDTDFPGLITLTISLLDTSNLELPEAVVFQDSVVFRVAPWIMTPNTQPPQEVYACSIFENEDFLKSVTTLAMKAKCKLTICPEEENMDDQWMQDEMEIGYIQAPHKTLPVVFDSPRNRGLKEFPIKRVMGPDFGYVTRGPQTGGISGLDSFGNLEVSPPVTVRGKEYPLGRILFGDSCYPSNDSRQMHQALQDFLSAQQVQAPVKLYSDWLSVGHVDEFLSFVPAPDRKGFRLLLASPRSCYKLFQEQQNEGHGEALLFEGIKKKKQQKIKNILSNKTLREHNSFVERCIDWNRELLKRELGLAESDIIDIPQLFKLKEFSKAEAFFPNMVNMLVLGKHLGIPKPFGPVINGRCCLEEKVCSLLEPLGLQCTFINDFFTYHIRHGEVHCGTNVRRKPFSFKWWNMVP
MEX-5 binding: MEX-5 zinc finger RNA-binding disruptors – biochemical, C. elegans, fluorescence polarization, MLPCN library, primary screen; Zinc finger protein mex-5 (Caenorhabditis elegans), Q9XUB2; MEX-5/FITC-TCR2 RNA binding; stronger effect = lower value; activity score (negative = inhibition of binding), % at 10 µM; 0.38% of 300,000 active;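 active means inhibition past about -25% in most replicates, and total fluorescence under double the plate's negative control median, limit read from the data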;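 further: 0% = DMSO and -100% = 5 µM competing unlabeled TCR2 RNA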
TPT1 inh: Candida albicans TPT1 enzyme inhibitors, primary screen, biochemical, fluorescence polarization. tRNA 2'-phosphotransferase TPT1 (Candida albicans SC5314). recombinant caTPT1, FP RNA substrate dephosphorylation. inhibition, % at 5 µM. 0.81% of 300,000 active. AID 1962, 2009;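 active means inhibition above the mean of all tested compounds plus 3 SD, set per screening campaign, cut at about 24% in these data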;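 further: plate controls were DMSO alone for no effect and ferristatin control at 100 nM for full effect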
PME-1 inh: PME-1 inhibitors via competitive probe labeling, primary screen, biochemical, fluorescence polarization, FP-Rh probe, HTS | recombinant PME-1 | 0.53% of 320,000 active | inhibition, % at 5.9 µM | AID 2130, 2009 | Protein phosphatase methylesterase 1 (Homo sapiens), Q9Y570;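 active means inhibition above the campaign mean of all compounds plus 3 SD, cut at about 26% in these data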;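 further: competitive labeling of PME-1 active site by serine hydrolase directed probe; 0% = PME-1 with DMSO and 100% = wells lacking PME-1 enzyme; inhibitors block probe labeling so polarization falls and inhibition rises; many of its hits are not listed in these tables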
The depositor's hits bear a star; . = not tested or not shown. The list is partial; count on the stated rates, not on these rows.

mol	BCLXL inh	GLD-1 RNA inh	GSTO1 counter	MCL1 BIM primary	Fam108B counter	PAD4 inh	MEX-5 binding	TPT1 inh	PME-1 inh
CCS(=O)(=O)N1N=C(c2cccs2)CC1c1cc2cc(C)ccc2nc1Cl (configuration not stated)	4	-2	0	7	2	2	13	4	3
O=S(=O)(c1ccccc1)N(CC(O)CN1CCOCC1)c1ccccc1 (configuration not stated)	-3	-2	5	-4	3	-3	-1.7	1	-1
CCc1noc(C)c1C(=O)NC1CC(C)(C)Cc2c1cnn2-c1ccccc1 (configuration not stated)	8	4	-4	5	-2	0	0.1	2	-1
Cc1nn(CCO)c2ncc(C(=O)c3cc(Cl)ccc3O)cc12	-4	-1	3	-5	3	4	0.3	4	-1
COc1ccc(-n2nnc3c(SC(C(C)=O)C(=O)N(C)C)ncnc32)cc1 (configuration not stated)	10	-3	9	6	-2	2	-2.0	-1	0
O=[N+]([O-])c1ccc(/C=N\N2CCN(c3ccc(Cl)cc3)CC2)cc1	1	3	1	-5	1	-1	0.7	1	-1
CCOC(=O)C1=C(C)N=C2SC(C)C(=O)N2C1c1ccc(OC(C)=O)c(OCC)c1 (configuration not stated)	-3	8	0	3	-4	3	0.6	-1	-3
CCN(c1ccccc1)S(=O)(=O)c1ccc(OCC(=O)Nc2cc(C)on2)cc1	0	11	-2	1	-1	-7	-3.1	2	4
O=C(NCCc1ccncc1)Nc1ccc(F)cc1	2	-3	4	2	2	-7	0.8	-2	-4
COc1ccc(OC)c(NC(=O)C2CCN(S(=O)(=O)c3cccs3)CC2)c1	5	2	2	10	2	-2	1.1	-2	4
Cc1ccccc1-n1nnnc1SCC(N)=O	5	4	7	2	1	-6	1.4	-3	0
CCn1c(SCC(=O)Nc2cccc(OC)c2)nc2c(c1=O)SCC2	4	10	0	5	0	0	-3.0	0	5
COc1ccccc1N1CCN(C(=O)CSc2nc3ccccc3[nH]2)CC1	0	-1	17	7	3	-4	0.8	19	5
O=C(CSc1nnnn1-c1ccc(Cl)cc1)NNC(=O)c1ccc([N+](=O)[O-])cc1	0	-7	10	-5	2	-3	-0.6	1	-2
C=CCc1ccc(OCCOCCOc2ccc(C)cc2[N+](=O)[O-])c(OC)c1	-16	6	2	-19	-1	0	2.8	-4	-3
CCOC(=O)CSC1=C(C#N)C(c2ccc(OC)cc2)C2=C(CC(C)(C)CC2=O)N1 (configuration not stated)	-1	0	-8	1	-4	-2	-0.4	4	3
COc1ccc(C(=O)NC2CCCN(Cc3ccc(Cl)cc3)C2)c(OC)c1 (configuration not stated)	2	1	-4	4	-1	-6	3.1	2	-7
CCSc1ccc([C@@H]2[C@@H]3C(=O)N(CC)C(=O)[C@@H]3[C@]3(C(=O)OC)CCCN23)cc1	10	5	0	10	-6	2	3.9	-1	-6
CC(C)c1ccc(NCCC(=O)c2cccs2)cc1	-1	6	-3	-1	15	0	-4.7	0	1
CCC(C)(C)NC(=O)CN(C(=O)CCC(=O)Nc1cc(C)ccn1)c1ccc2c(c1)OCCO2	5	2	0	0	1	-2	-0.1	-5	4
O=C(COC(=O)c1ccncc1)c1ccc(Br)cc1	3	4	8	2	4	-15	-0.6	-1	-2
CCOc1ccc(Cl)cc1/C=N/O	-5	3	-8	0	-5	7	0.3	0	-4
O=C(Nc1ccccc1)Nc1ccc(Br)cc1F	4	-1	8	-5	6	-4	-1.7	-2	-1
Cc1ccc(OCc2nnc(-c3ccc(Cl)cc3)o2)cc1	5	4	7	-1	2	2	2.0	-3	-5
CC1(C(=O)NCC2CC2)C=CC2(CCCCC2)N1C(=O)c1ccccc1 (configuration not stated)	9	3	3	10	-4	6	-1.0	-3	-2
COC(=O)c1cc(OC)c(OC)cc1NC(=S)Nc1cc(Cl)ccc1OC	10	3	1	3	1	-1	-1.2	-4	-5
O=Cc1cn(-c2ccccc2)nc1-c1ccccn1	2	4	1	3	-2	3	2.9	-1	2
COc1cccc(CNC(=O)C2CCC(CNc3nc(=S)[nH]c4ccccc34)CC2)c1 (configuration not stated)	5	0	-9	2	-14	-4	0.2	2	0
Cc1ccc(NC(=O)CN(C)C(=O)COC(=O)c2oc3ccccc3c2C)cc1	6	6	.	6	.	2	.	.	-3
CC(C)(C)OC(=O)N1CCC(NC(=O)c2ncn(Cc3ccccc3)c2C(=O)NC2CCN(C(=O)OC(C)(C)C)CC2)CC1	1	-12	.	-5	.	-4	.	.	-2
CC(=O)Nc1ccc(/C(C)=N/NC(=O)CN(c2ccccc2Br)S(C)(=O)=O)cc1	-7	-6	-7	-9	-6	-6	-2.0	-1	-1
COc1ccccc1CC(=O)NNC(=O)CN(C)S(=O)(=O)c1ccc(Cl)cc1	1	-4	3	3	2	-4	-0.5	-3	1
Cc1cc(F)ccc1S(=O)(=O)Nc1ncnc2sccc12	10	13	-9	5	-4	-2	0.7	0	0
CSc1nnc(-c2sccc2OCc2ccc(C)cc2)n1C	-2	6	0	-6	-1	-1	0.0	0	5
COc1ccc(Cn2c(=S)[nH]c3cc(C(=O)N4CCN(c5ccccc5)CC4)ccc3c2=O)cc1	4	4	5	5	1	-3	2.2	-1	2
O=C(Nc1ccc(C(=O)N2CCCC2)cc1)c1ccccc1F	-1	6	1	2	5	4	-1.1	-1	2
COc1ccc(C(=O)NC(=S)Nc2ccc(NC(=O)c3ccco3)cc2)cc1[N+](=O)[O-]	3	5	2	5	-7	-1	0.3	-1	-6
O=C(c1cc2n(n1)C(C(F)(F)F)CC(c1ccco1)N2)N1CCN(c2ccccn2)CC1 (configuration not stated)	3	4	0	-5	3	-2	2.3	0	4
CN(Cc1ccccn1)Cc1cn(Cc2ccccc2)nc1-c1ccc2c(c1)OCO2	3	2	2	2	-2	-4	2.1	-4	7
COc1ccc(C(CNC(=O)c2cncc(Br)c2)N(C)C)cc1 (configuration not stated)	-12	6	0	-2	2	4	0.0	-1	5
O=C(NCC(=O)N(Cc1ccccc1)C(C(=O)NC1CCCCC1)c1ccco1)c1ccco1 (configuration not stated)	4	-2	-5	1	2	-7	1.0	3	0
O=C(Nc1cccc2ccccc12)c1onc2c1CCCC2	3	2	18	5	3	1	1.2	1	-1
CCN(c1ccccc1)S(=O)(=O)c1ccc(Cl)c(NC(=O)COC(=O)c2cc(O)c3ccccc3c2O)c1	30	12	51*	22	20*	26*	-0.4	2	40*
CC1CCC(NC(=O)C2CC(=O)N(c3ccc(Cl)cc3)C2)CC1 (configuration not stated)	6	1	7	1	-3	0	1.2	-3	-1
COc1ccc(OCc2cccc(C(=O)N3CCCC3)c2)cc1	-1	0	16	2	5	-3	1.3	0	4
Cc1cc(C(=O)Cn2cnc3cc([N+](=O)[O-])ccc3c2=O)c(C)n1CC1CCCO1 (configuration not stated)	16	4	9	12	1	8	-0.1	-1	3
CC(NC(=O)CNC(=O)c1ccco1)c1ccc(S(N)(=O)=O)cc1 (configuration not stated)	2	5	7	-3	-3	1	-0.9	1	2
COc1ccc(NC(=O)c2cccc(N3C(=O)C4C5C=CC(C5)C4C3=O)c2)cc1 (configuration not stated)	7	6	11	2	1	0	1.3	0	6
CCOC(=O)c1c(C)[nH]c(C(=O)N2CCN(c3ccc(OC)cc3)CC2)c1C	4	-7	6	-4	-3	2	-0.9	0	-1
CCOc1ccc(NC(=O)CC(C)S(=O)(=O)c2ccc3c(c2)NC(=O)CO3)cc1 (configuration not stated)	3	3	-4	-1	-6	-1	1.4	-1	4
O=C(Nc1cnccn1)Nc1ccccc1F	8	2	2	-1	1	1	1.8	-1	-4
COc1ccc(N(CC(=O)NCCSc2ccccn2)S(C)(=O)=O)cc1Cl	3	-6	-1	3	4	-1	-0.9	-1	4
CC(=O)c1cccc(NC(=O)c2ccco2)c1	3	0	6	0	0	-1	-1.6	2	-6
O=[N+]([O-])c1ccc(NC(=S)N2CCOCC2)cc1	4	-1	-2	-1	-1	-2	-1.8	-1	-7
COc1ccccc1CC1CC(=O)N(c2ccccc2)C1=O (configuration not stated)	5	6	15	3	2	-1	1.5	1	2
Cc1ccc(C)c(-n2cc(CNCCCn3cccn3)c(-c3ccccc3)n2)c1	1	-3	6	10	3	5	2.1	-1	2
CC(c1ccc(F)cc1)n1c(Cn2ncc3ccccc3c2=O)n[nH]c1=S (configuration not stated)	-7	3	-6	-7	2	-1	-0.7	0	-3
c1ccc(-c2nnc(CN3CCN(C(c4ccccc4)c4ccccc4)CC3)o2)cc1	7	-1	5	8	3	1	1.1	0	-2
Cc1sc(NC(=O)c2ccccc2F)c(CN2CCCCC2)c1C	2	11	2	0	1	9	-2.2	-3	0
Cc1c(C)c2ccc(OC(C)C(=O)N3CC[C@@]4(O)CCCC[C@H]4C3)cc2oc1=O (some centres not stated)	5	-6	4	1	-2	1	0.0	-5	1

Further results
mol	BCLXL inh	GLD-1 RNA inh	GSTO1 counter	MCL1 BIM primary	Fam108B counter	PAD4 inh	MEX-5 binding	TPT1 inh	PME-1 inh
CCOc1ccccc1NC(=O)CNC(=O)N1CC(=O)Nc2ccccc21	2	5	4	-5	8	0	1.9	-5	-3
COc1ccc(OC)c(-c2csc(NC(=O)Cc3ccc(OC)c(OC)c3)n2)c1	0	-1	-4	1	-2	6	0.1	-5	3
CCOc1ccc(C(c2nnnn2C(C)(C)C)N2CCN(C(=O)c3ccco3)CC2)cc1 (configuration not stated)	0	8	0	0	2	0	1.3	3	1
Cc1ccsc1C1Nc2ccccc2-c2nc3ccccc3n21 (configuration not stated)	1	12	3	3	1	-5	1.7	4	3
O=C(CSc1nnc(CNC(=O)c2cccs2)o1)Nc1ccc(Br)cc1	8	-4	0	12	-1	-4	.	-1	3
Cc1nn(C)c(C)c1/C=C/C(=O)c1cccs1	3	5	-1	4	3	4	0.3	1	-4
CCc1nccn1CCC(=O)N1CCCC(N2CCN(c3ccccc3C)CC2)C1 (configuration not stated)	-6	0	4	1	0	-11	0.7	1	-10
c1ccc2c(c1)[nH]c1nc(SCCN3CCOCC3)nnc12	7	-5	-6	12	-2	3	-1.9	-1	2
O=C(NCCc1c[nH]c2ccccc12)OCCCCOC(=O)NCCc1c[nH]c2ccccc12	9	1	-5	-3	23*	7	-2.7	-3	9
Cc1ccc(C(=O)N2CCN(C)CC2)cc1[N+](=O)[O-]	6	4	6	-4	2	-3	-2.1	2	-4

Bioassay records: PubChem BioAssay, several laboratories
